# FBPA Giardia inh = blocks Giardia fructose-bisphosphate aldolase activity | A8B2U2 | purified Giardia FBPA | Potency, µM (titrated, usually from 59.6 µM), for inactives: top-dose activity, negative = inhibition, hits mostly inhibitors | hit rate 0.71% among 290,000; note: potency is the fitted concentration of half-maximal effect; % is set by controls: 0 for no effect and ±100 for the full control effect; nearly all actives have a fitted effect of over 55% in size
# Target sequence (A8B2U2 whole entry, looked up): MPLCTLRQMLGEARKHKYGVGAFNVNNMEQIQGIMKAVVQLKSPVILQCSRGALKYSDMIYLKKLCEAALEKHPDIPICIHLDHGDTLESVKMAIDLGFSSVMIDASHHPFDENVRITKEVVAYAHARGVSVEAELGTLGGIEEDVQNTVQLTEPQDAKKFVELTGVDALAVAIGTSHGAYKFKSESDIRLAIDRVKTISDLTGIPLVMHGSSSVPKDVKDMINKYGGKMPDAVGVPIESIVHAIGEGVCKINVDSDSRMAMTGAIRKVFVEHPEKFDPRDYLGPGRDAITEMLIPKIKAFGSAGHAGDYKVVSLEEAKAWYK
#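 40 nM FBPA preincubated 10 min at RT with compound (up to 57.5 uM final), then substrate plus GAPDH/TPI/NAD/arsenate coupling and diaphorase/resazurin added. Fluorescence read after 20 min at RT, 525/598 nm.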
# Shiga inhibitor = Shiga toxin inhibition | Vero cells, Shiga toxin protein synthesis inhibition reporter | inhibition, % at 38.7 µM | hit rate 9.2% among 290,000; in the data active = inhibition mostly above about 28%, no sharp cut-off; inactive = mostly below about 43%; note: 0% is about no effect
# Sm TGR block = blocks Schistosoma mansoni thioredoxin glutathione reductase | hit rate 3% among 360,000 | Potency, µM (top dose mostly 114 µM), without a hit: at the highest dose activity change, negative = inhibition, actives largely listed as inhibitors | purified TGR, DTNB reduction, TNB absorbance 405 nm | Q962Y6; note: potency is the fitted concentration of half-maximal effect; % is set by controls: 0 for no effect and ±100 for the full control effect; nearly all actives have a fitted effect of over 60% in size
#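 TGR 20 nM + NADPH 100 uM (dispensed conc.), cpd preinc 15 min RT; start with NADPH (500 uM addition) then DTNB (15 mM addition). Kinetic TNB absorbance, 405 nm filter. Four-parameter Hill fit across titration.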
# Pf growth 48h = P. falciparum growth inhibition at 48 hours (one generation); P. falciparum luciferase growth in erythrocytes, 48 h; Potency, µM (series often up to 28.7 µM), for the others: at the top dose activity change, negative = inhibition, most hits filed as inhibitors; hit rate 5.9% among 310,000; AID 504832; note: potency is the fitted concentration of half-maximal effect; % is set by controls: 0 for no effect and ±100 for the full control effect
#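 Luciferase-expressing parasites in RBCs, 2% Hct / 0.1% parasitemia final; RPMI 1640 + 0.5% Albumax; 37 C, 5% CO2, one generation; luminescence read-out, lower signal = inhibition.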
# Pf growth 96h = P. falciparum growth inhibition at 96 hours; P. falciparum luciferase reporter growth, 96 h; Potency, µM (highest dose often 28.7 µM), without a hit: at the highest dose activity change, negative = inhibition, most hits filed as inhibitors; hit rate 6.9% among 320,000; AID 504834; note: potency is the fitted concentration of half-maximal effect; % is set by controls: 0 for no effect and ±100 for the full control effect
#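 Plates of compound plus infected erythrocytes (2% hematocrit, 0.05% parasitemia final) incubate 96 hours, 37 C, 5% CO2. Detection reagent added; reduced luminescence from the parasites' luciferase reporter flags inhibition.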
# Cycloheximide cs = counter-screen for Shiga toxin inhibitors: cycloheximide protein synthesis inhibition | max response, % | AID 2314 | hit rate 12% among 300,000 | cell reporter, cycloheximide protein synthesis inhibition counterscreen; in the data active = max response mostly above about 13%, no sharp cut-off; inactive = mostly below about 14%; note: read at 38.3 µM for the half of the compounds with a filed dose; 0% is about no effect
# The depositor's hits bear a star; ? = inconclusive; nt = no result given; [ ] = dose if it differs, or a comment. Unless noted, calls come from the whole dose curve; as a rule, active = well fitted curve in the direction sought with a large enough effect; inconclusive = small, poorly fitted or top-dose-only effect, or another doubt; inactive = no such curve, though single readings can be large; an effect the other way counts as inactive or inconclusive. The order is random; overall some 24% were active at least once.
item | SMILES | Pf growth 48h | Sm TGR block | FBPA Giardia inh
1 | COc1ccc(C(C#N)N2N=C(C)CC2(C)C)cc1OC (configuration not stated) | ? | -23% | 2%
2 | c1ccc(CCc2ccccc2-c2nc(-c3ccccn3)no2)cc1 | ? | -7% | 1%
3 | CN(C)S(=O)(=O)N1CCN(c2ccc([N+](=O)[O-])cc2)CC1 | 3% | 4% | 5%
4 | NC(=O)c1sc2nc(-c3cccnc3)ccc2c1N | 36%[activator] | 3% | -1%
5 | CCCNC(=O)c1ccc(OC)cc1OC | 36%[activator] | 5% | 6%
6 | O=C1OC(c2ccc3c(c2)OCO3)N(C(=O)c2ccc(Cl)c(Cl)c2)c2ccccc21 (configuration not stated) | ? | -9% | -10%
7 | COC(=O)COc1cc(C)cc2oc(=O)c(CC(=O)OC)c(C)c12 | 18% | 4% | 9%
8 | Cc1cc(=O)c(C(=O)Nc2cccc(N3CCCC3=O)c2)nn1-c1ccccc1F | ? | -15% | nt
9 | CC(C)CN1C(=O)C(=O)N(CC(=O)Nc2cccc(Cl)c2Cl)C1=O | -5% | -17% | nt
10 | O=c1c(Cl)nc2cc(Cl)ccc2n1CCNc1ncc(C(F)(F)F)cc1Cl | 13µM* | -17% | 0%
11 | CCOC(=O)c1cnc(-c2ccccc2)nc1Oc1ccc(Cl)c(Cl)c1 | -5% | 27% | 5%
12 | CCC1C(=O)C(CC)C(c2ccccc2)NC1c1ccccc1 (configuration not stated) | 0% | -3% | 22%

item | Shiga inhibitor | Cycloheximide cs | Pf growth 96h
1 | -27 | -4 | -37%
2 | 26 | 20 | nt
3 | 1 | 2 | -9%
4 | 32* | 22* | -18%
5 | 3 | -3 | 23%
6 | 117* | 39* | nt
7 | -8 | -1 | nt
8 | nt | nt | -28%
9 | nt | nt | 1%
10 | -5 | -3 | ?
11 | 6 | -4 | -6%
12 | -5 | -3 | -17%

# (further entries)
item | SMILES | Pf growth 48h | Sm TGR block | FBPA Giardia inh
13 | O=C(OCCn1cncn1)c1cc2ccccc2oc1=O | 16% | 6% | 0%
14 | CCN(CC)C(=O)c1cnn(-c2ccccc2)c1NC(=O)c1cccs1 | -3% | 3% | 2%
15 | O=C(Cn1ncc2c([nH]c3ccccc32)c1=O)N1CCOCC1 | 1% | 0% | -5%
16 | Cc1ccc(S(=O)(=O)/N=C(/NC(=S)Nc2ccccc2)c2ccccc2)cc1 | nt | 0% | ?
17 | O=C(Nc1c2c(nn1-c1ccc(F)cc1)CS(=O)(=O)C2)C12CC3CC(CC(C3)C1)C2 | ? | -6% | 9%
18 | COc1ccc(-c2ccc(OC(=O)NC3CCS(=O)(=O)C3)cc2)cc1 (configuration not stated) | 83%[activator] | 5% | 7%
19 | CCn1c2ccc(/C(C)=N\O)cc2c2cc(/C(C)=N\O)ccc21 | ? | -11% | -2%
20 | Cc1cc(=O)[nH]c(Cc2ccc(OC(C)C)cc2)n1 | nt | -8% | 2%
21 | CCN(Cc1ccccc1)C(=O)CCc1nc(CN2CCN(C(=O)c3ccc([N+](=O)[O-])cc3)CC2)no1 | -15% | -28% | ?
22 | COc1nc(OCCNC(=O)Nc2ccccc2)nc(N(C)C)n1 | -15% | -2% | 5%
23 | O=C(CN1CCN(Cc2ccccc2Cl)C1=O)NCCCN1CCOCC1 | 2% | 8% | 6%
24 | O=C1NC(=O)N(c2ccc(F)cc2)C(=O)/C1=C/c1ccc2c(c1)CCCN2Cc1ccccc1 | 6% | 18µM* | -15%

item | Shiga inhibitor | Cycloheximide cs | Pf growth 96h
13 | -10 | -3 | 37%[activator]
14 | 4 | -4 | 6%
15 | 6 | 0 | ?
16 | 73* | 30* | 417%[activator]
17 | 8 | -2 | ?
18 | 26 | 29* | 108%[activator]
19 | -5 | 2 | 5%
20 | -10 | -3 | -29%
21 | -2 | 2 | ?
22 | 3 | 13 | ?
23 | -3 | -3 | 20%
24 | -11 | -8 | -20%

# Next records follow:
item | SMILES | Pf growth 48h | Sm TGR block | FBPA Giardia inh
25 | CCCN1CCCc2cc(CN)ccc21 | 1.7µM* | 14µM* | ?
26 | CC(O)[C@@H](NC(=O)C1CCC(CNC(=O)[C@H](Cc2ccccc2)NC(=O)OC(C)(C)C)CC1)C(=O)O (some centres not stated) | -5%[0.00184 µM] | -13% | -9%
27 | COc1ccc(NC(=O)C2CCCO2)cc1 (configuration not stated) | 56%[activator] | -2% | -3%
28 | O=C(CN1C(=O)COc2ccccc21)NCCCN1CCN(Cc2ccccc2)CC1 | 10% | -3% | 1%
29 | COc1ccc2c(CC(=O)NCCN3C(=O)S/C(=C\c4cccnc4)C3=O)coc2c1 | ? | -16% | -15%
30 | COc1ccc(N(CC(=O)N2CCN(Cc3ccccc3)CC2)S(C)(=O)=O)c(OC)c1 | 9% | -22% | 0%
31 | CCOC(=O)CC1=C(C(=O)OCC)C(c2cccnc2)C(C#N)=C(N)O1 (configuration not stated) | ? | -30% | 14%
32 | O=S(=O)(Nc1cc(S(=O)(=O)N2CCOCC2)ccc1N1CCOCC1)c1ccc2c(c1)OCCO2 | ? | -3% | -15%
33 | CCN1CCN(c2nc(C)c3c(n2)CC(C)CC3=O)CC1 (configuration not stated) | 10% | nt | 0%
34 | CCOC(=O)N1CCC(NC(=O)C2CCCN(C(=O)c3cc4sccc4n3C)C2)CC1 (configuration not stated) | ? | 2% | 3%
35 | O=C(Cn1nnc2ccccc21)Nc1ccccc1[N+](=O)[O-] | -15% | 0% | 4%
36 | N#Cc1cc([N+](=O)[O-])ccc1NCCc1ccccn1 | 18% | 0% | 5%
37 | CCCCn1c(N)c(N(CCOC)C(=O)CSc2nnc(C)n2-c2ccc(OC)cc2)c(=O)[nH]c1=O | 2% | -3% | nt
38 | Brc1ccc(-c2nc(-c3ccncc3)no2)cc1 | 94%[activator] | 6% | 16%
39 | O=C(NCc1ccccc1Cl)C1CCN(S(=O)(=O)N2CCOCC2)CC1 | 18% | 1% | 0%

item | Shiga inhibitor | Cycloheximide cs | Pf growth 96h
25 | -13 | -6 | 43%[activator]
26 | -9 | -5 | -16%
27 | 27 | 16* | 54%[activator]
28 | 1 | -2 | 0.37µM*
29 | 20 | 1 | ?
30 | -2 | 0 | ?
31 | 9 | 13 | 26%
32 | 11 | 16* | 43%[5.75 µM]
33 | -1 | 5 | -8%
34 | -4 | 2 | ?
35 | 2 | -4 | 44%[activator]
36 | 40 | 10 | 51%[activator]
37 | nt | nt | 0%
38 | 25 | 7 | 5%
39 | 17 | 24 | 5%

# Among those listed so far, twelve have sulfur.
item | SMILES | Pf growth 48h | Sm TGR block | FBPA Giardia inh
3 | CN(C)S(=O)(=O)N1CCN(c2ccc([N+](=O)[O-])cc2)CC1 | 3% | 4% | 5%
4 | NC(=O)c1sc2nc(-c3cccnc3)ccc2c1N | 36%[activator] | 3% | -1%
14 | CCN(CC)C(=O)c1cnn(-c2ccccc2)c1NC(=O)c1cccs1 | -3% | 3% | 2%
16 | Cc1ccc(S(=O)(=O)/N=C(/NC(=S)Nc2ccccc2)c2ccccc2)cc1 | nt | 0% | ?
17 | O=C(Nc1c2c(nn1-c1ccc(F)cc1)CS(=O)(=O)C2)C12CC3CC(CC(C3)C1)C2 | ? | -6% | 9%
18 | COc1ccc(-c2ccc(OC(=O)NC3CCS(=O)(=O)C3)cc2)cc1 (configuration not stated) | 83%[activator] | 5% | 7%
29 | COc1ccc2c(CC(=O)NCCN3C(=O)S/C(=C\c4cccnc4)C3=O)coc2c1 | ? | -16% | -15%
30 | COc1ccc(N(CC(=O)N2CCN(Cc3ccccc3)CC2)S(C)(=O)=O)c(OC)c1 | 9% | -22% | 0%
32 | O=S(=O)(Nc1cc(S(=O)(=O)N2CCOCC2)ccc1N1CCOCC1)c1ccc2c(c1)OCCO2 | ? | -3% | -15%
34 | CCOC(=O)N1CCC(NC(=O)C2CCCN(C(=O)c3cc4sccc4n3C)C2)CC1 (configuration not stated) | ? | 2% | 3%
37 | CCCCn1c(N)c(N(CCOC)C(=O)CSc2nnc(C)n2-c2ccc(OC)cc2)c(=O)[nH]c1=O | 2% | -3% | nt
39 | O=C(NCc1ccccc1Cl)C1CCN(S(=O)(=O)N2CCOCC2)CC1 | 18% | 1% | 0%

item | Shiga inhibitor | Cycloheximide cs | Pf growth 96h
3 | 1 | 2 | -9%
4 | 32* | 22* | -18%
14 | 4 | -4 | 6%
16 | 73* | 30* | 417%[activator]
17 | 8 | -2 | ?
18 | 26 | 29* | 108%[activator]
29 | 20 | 1 | ?
30 | -2 | 0 | ?
32 | 11 | 16* | 43%[5.75 µM]
34 | -4 | 2 | ?
37 | nt | nt | 0%
39 | 17 | 24 | 5%

# From PubChem BioAssay
